# Bioassay records deposited in PubChem by several laboratories.
# MEKK2wt PB1 HTS: modulators of MEK5 binding to wildtype MEKK2, primary screen, biochemical, multiplex bead flow cytometry, Alexa488-MEK5; Mitogen-activated protein kinase kinase kinase 2 (Homo sapiens), Q9Y2U5; Alexa488-MEK5 binding to MEKK2 WT; actives lie on both sides; binding response (% of control), % at 10 µM; actives 1.1% (n = 290,000); in the data active = binding response below about 67% or above about 130%
# MEKK3 PB1 HTS: modulators of MEKK3-MEK5 PB1 binding, primary screen, biochemical, wildtype MEKK3, multiplex bead flow cytometry, Alexa488-MEK5. Mitogen-activated protein kinase kinase kinase 3 (Homo sapiens), Q99759. actives 1.4% (n = 290,000). binding response (% of control), % at 10 µM. bead-based flow cytometry, Alexa488-MEK5 binding to MEKK3; actives lie on both sides; 0 = blocked by unlabeled MEK5, 100 = vehicle. AID 1529, 2009;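 active = binding response more than 3 SD above or below the average of its plate-row segment, actives on both sides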;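 note: Alexa488 bead fluorescence after subtracting the streptavidin-only scavenger bead signal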
# Target sequence (Q99759 whole entry, looked up): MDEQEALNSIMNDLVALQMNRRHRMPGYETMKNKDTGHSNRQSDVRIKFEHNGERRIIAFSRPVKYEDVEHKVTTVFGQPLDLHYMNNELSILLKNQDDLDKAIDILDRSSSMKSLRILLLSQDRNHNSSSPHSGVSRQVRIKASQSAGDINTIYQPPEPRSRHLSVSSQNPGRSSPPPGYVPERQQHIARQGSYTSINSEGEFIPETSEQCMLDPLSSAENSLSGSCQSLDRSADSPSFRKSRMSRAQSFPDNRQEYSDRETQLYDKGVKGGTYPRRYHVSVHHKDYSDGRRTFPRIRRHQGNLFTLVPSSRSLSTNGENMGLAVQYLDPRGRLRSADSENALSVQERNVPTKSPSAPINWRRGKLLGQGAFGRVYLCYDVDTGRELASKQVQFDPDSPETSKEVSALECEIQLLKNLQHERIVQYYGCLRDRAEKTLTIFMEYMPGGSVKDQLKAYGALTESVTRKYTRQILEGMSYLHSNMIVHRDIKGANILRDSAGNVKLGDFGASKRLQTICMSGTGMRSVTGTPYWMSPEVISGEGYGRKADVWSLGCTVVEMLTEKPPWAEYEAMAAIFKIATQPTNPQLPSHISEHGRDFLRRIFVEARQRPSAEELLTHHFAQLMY
# SUMO HTRF inh: inhibitors of in vitro SUMOylation cascade, primary screen, biochemical, HTRF, uHTS; AID 2006, 2009; actives 0.36% (n = 290,000); SUMO-conjugating enzyme UBC9 (Homo sapiens), P63279; HTRF SUMOylation assay, SAE1/SAE2 + UBC9; inhibition, % at 35 µM; in the data active = inhibition above about 50%, passing the limit was not always enough; note: strong numbers were not always called active
# Target sequence (P63279 whole entry, looked up): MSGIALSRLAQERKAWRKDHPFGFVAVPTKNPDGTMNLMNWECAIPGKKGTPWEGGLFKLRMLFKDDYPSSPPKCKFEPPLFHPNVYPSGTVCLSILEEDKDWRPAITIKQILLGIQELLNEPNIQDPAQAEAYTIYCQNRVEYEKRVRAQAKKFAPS
# FID counter: compounds displacing fluorescent DNA intercalator, primary screen, artefact control for HCV NS3 helicase inhibitor project, biochemical, FID fluorescence; DNA fluorescent intercalator displacement; inhibition, % at 7.9 µM; actives 0.17% (n = 290,000); AID 1845, 2009; in the data active = inhibition above about 37%;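 note: 0% = vehicle and 100% = reference compound; higher means more ethidium bromide displaced from hairpin DNA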
# NS3 helicase inh: inhibitors of HCV NS3 helicase, primary screen, biochemical, Cy5 molecular beacon fluorescence. Hepatitis C virus NS3 helicase. NS3 helicase DNA unwinding. inhibition, % at 10.9 µM. actives 0.56% (n = 290,000);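 active = inhibition above the mean of all tested compounds plus 3 SD, set per campaign, cut at about 35% in these data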;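 note: 0% = DMSO wells and 100% = thioflavine S control wells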
#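 assay system = NS3 helicase fragment of HCV | buffer or medium = MOPS pH 6.5, MgCl2, DTT, Tween20, BSA | timing = 60 min unwinding reaction at 25 °C after ATP addition | signal = Cy5 beacon fluorescence read at start and 1 h | read-out basis = % inhibition of unwinding | control set = low DMSO, high thioflavine S at 110 µM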
# MEKK2 mut-MEK5: MEK5 binding signal on mutant MEKK2 PB1, primary screen, biochemical, multiplex bead flow cytometry, Alexa488-MEK5; percent response, % at 10 µM; actives 0.35% (n = 290,000); Alexa488-MEK5 binding to MEKK2 mutant; in the data active = percent response above about 24%, passing the limit was not always enough; note: inactives centre near 1; some results filed as inactive read as strong as hits
# CRFR2-BP ag: agonists of CRF-BP/CRF-R2 complex, primary screen, cell-based, HEK293, calcium dye fluorescence, uHTS; CRF-binding protein / CRF receptor 2 complex (human); actives 0.46% (n = 350,000); calcium dye fluorescence (FLIPR); percent of saturating CRF peptide response; activation, % at 13.2 µM;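 active = activation of at least 50%, plus an integration ratio under a set limit after plate pattern correction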;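 note: plate controls were neutral control wells without compound for no effect and CRF at EC100 for full effect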
# CRFBP-R2 block: antagonists of CRF-BP/CRF-R2 complex, primary screen, cell-based, HEK293, calcium dye fluorescence, uHTS; CRF-induced calcium fluorescence; inhibition, % at 11.8 µM; actives 0.59% (n = 350,000);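 active = inhibition of the ligand-induced calcium signal above about 50% at the single tested concentration, limit read from the data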
# GalR3 antag: GalR3 antagonists in HEK293 cells, primary screen, cell-based, fluorescence readout. inhibition, % at 3 µM. AID 651719, 2012. HEK293 GalR3-CNG cAMP membrane potential fluorescence; galR3 body fused to GalR1 C-terminus. actives 0.44% (n = 360,000). Galanin receptor type 3 (Homo sapiens), O60755;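 active = inhibition above the screen-wide average plus 3 SD, cut at about 13% in these data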;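 note: forskolin and galanin both at EC90 stimulate the cells; cAMP rise reported by CNG channel membrane potential dye signal; 0% = forskolin plus galanin with DMSO and 100% = forskolin alone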
# Target sequence (O60755 1-299 limits assumed): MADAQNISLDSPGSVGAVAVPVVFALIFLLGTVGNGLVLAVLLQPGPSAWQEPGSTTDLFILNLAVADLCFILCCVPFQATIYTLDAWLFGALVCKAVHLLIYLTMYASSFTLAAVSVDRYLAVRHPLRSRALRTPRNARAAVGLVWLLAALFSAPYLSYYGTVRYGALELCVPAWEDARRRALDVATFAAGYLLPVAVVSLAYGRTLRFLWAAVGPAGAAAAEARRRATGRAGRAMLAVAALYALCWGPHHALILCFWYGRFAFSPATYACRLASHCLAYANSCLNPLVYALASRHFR
# Active calls of the source: *; nt = not tested or not shown; & = joins results of further samples; ! = a repeat was not active; [ ] = remark or other dose. Some of the compounds tested, so the mix of outcomes need not match the whole.
SMILES,MEKK2wt PB1 HTS,MEKK3 PB1 HTS,SUMO HTRF inh,FID counter,NS3 helicase inh,MEKK2 mut-MEK5,CRFR2-BP ag,CRFBP-R2 block,GalR3 antag
COc1ccc(NC(=O)CN(c2ccc(Cl)cc2)S(C)(=O)=O)cc1OC,104,103,6,-12,3,5,-1.8,-9,-8
COc1ccc(-c2cn(-c3ccccc3)c3[n+]2CCS3)cc1,106&102,97&106,-4&-3,2&1,5&4,-2&-1,-3.1&3.4,21&0,16*!
Cc1ccccc1-c1nc(CN2CCN(C(=O)c3ccco3)CC2)c(C)o1,106,103,3,-26,7,6,-0.4,22,-4
O=C(Nc1ccc(F)cc1F)c1csc(-c2cccs2)n1,101,103,3,-5,6,-1,1.5,4,-4
Cc1ccc(NC(=S)N/N=C/c2cccn2Cc2ccccc2F)cc1,96,109,-9,-20,-6,0,2.4,-14,-2
COCCn1c(SCCCc2ccccc2)nc2c1c(=O)[nH]c(=O)n2C,103,98,22,-28,3,0,-0.1,-15,0
C/C(=N\NC(=S)NC1CCCCC1)c1cccc(Br)c1,90,100,-3,0,5,8,3.7,-31,-3
Cc1ccc(C(=O)CSc2nc3cc(S(=O)(=O)N4CCOCC4)ccc3o2)cc1,103,105,-1,2,0,4,0.4,6,-1
CCOc1ccc(CCNC(=O)Cn2c(-c3nonc3N)nc3ccccc32)cc1OCC,122,114,17,1,-1,12,5.2,0,-6
Cn1c(=O)c2cn(-c3ccccc3)cc2n(C)c1=O,103,103,13,-5,0,3,-1.1,-14,-3
C/C(CC(=O)Nc1cccc(C(F)(F)F)c1)=N\NC(=O)C(=O)NCC(C)C,103,105,4,-13,-4,9,-1.0,-3,-4
COC(C/C=C\[C@H](O)[C@H](C)OCc1ccccc1)OC,100,101,nt,nt,nt,-4,-1.1,-4,-3
COc1ccc(N/C=C/C(=O)c2ccc3c(c2)OCO3)cc1OC,85,86,3,-13,-5,-4,-0.9,1,-9
NC(=O)c1cnccn1,93,111,14,-2,3,5,0.8,31,nt
COc1cc(/C=C/C(=O)OCC(=O)NC(=O)NC23CC4CC(CC(C4)C2)C3)ccc1OCC#N,96,98,-7,-8,-4,-1,0.7,2,-13
Cc1ccc(C(=O)N/N=C/c2cc(C)n(-c3ccc(Br)cc3)c2C)cc1[N+](=O)[O-],92,95,-24,-10,-13,-4,-2.2,-10,-4
COc1ccccc1CN1C(=O)c2cccc3cccc(c23)C1=O,90,100,7,4,1,15,-0.1,0,4
CCN1CCc2nc(NC(=O)c3ccc4c(c3)OCCO4)sc2C1,119,100,-8,-2,-9,10,11,-14,-1
CCOC(=O)CSC1=C(C#N)C(c2ccc3c(c2)OCO3)CC(=O)N1 (stereo not drawn),96,88,33,-6,1,-2,0.3,-7,-6
CCOC(=O)N1CCC(N2CCCC(CO)(Cc3ccccc3C)C2)CC1 (stereo not drawn),93,94,16,-1,1,-6,0.3,-6,0

# An excerpt of these results, field by field.
> Cc1ccc(C(=O)N/N=C/c2cc(C)n(-c3ccc(Br)cc3)c2C)cc1[N+](=O)[O-]
  MEKK2wt PB1 HTS: 92
  MEKK3 PB1 HTS: 95
  SUMO HTRF inh: -24
  FID counter: -10
  NS3 helicase inh: -13
  MEKK2 mut-MEK5: -4
  CRFR2-BP ag: -2.2
  CRFBP-R2 block: -10
  GalR3 antag: -4
> COc1ccccc1CN1C(=O)c2cccc3cccc(c23)C1=O
  MEKK2wt PB1 HTS: 90
  MEKK3 PB1 HTS: 100
  SUMO HTRF inh: 7
  FID counter: 4
  NS3 helicase inh: 1
  MEKK2 mut-MEK5: 15
  CRFR2-BP ag: -0.1
  CRFBP-R2 block: 0
  GalR3 antag: 4

# Next structures follow:
SMILES,MEKK2wt PB1 HTS,MEKK3 PB1 HTS,SUMO HTRF inh,FID counter,NS3 helicase inh,MEKK2 mut-MEK5,CRFR2-BP ag,CRFBP-R2 block,GalR3 antag
O=C1C2C3C=CC(C3)C2C(=O)N1CCCCN1C(=O)C2C3C=CC(C3)C2C1=O (stereo not drawn),104,102,5,-6,3,6,0.3,20,-1
COc1ccc(-n2c(SCC(=O)N3CCN(c4ccccc4)CC3)nc3c(c2=O)SCC3)cc1,108,109,22,-18,4,7,-4.2,10,nt
CCN(CC)CCN=C1CCCc2ccccc2N1,115,123,17,-1,2,6,0.0,11,1
Cc1cc(C)nc(NS(=O)(=O)c2ccc(NC(=O)c3ccc(S(=O)(=O)N(C)C)cc3)cc2)n1,97,100,11,-23,-6,2,-0.7,5,-11
CCN(CC)S(=O)(=O)c1ccc2c(c1)nc(CCC(=O)Nc1cccc(C(F)(F)F)c1)n2CC,104,101,-38,-21,-20,1,2.6,9,-3
Cn1nc(C(F)(F)F)cc1C(=O)O,104,103,13,-1,5,4,1.8,2,2
COc1ccc(-c2c(-c3ccc(OCC(=O)NN)cc3O)n[nH]c2C(F)(F)F)cc1,107,130*,-11,-5,-9,0,-0.5,-20,-4
Fc1ccc(CSc2ccc(-c3ccc4c(c3)OCO4)nn2)cc1,105,135*,17,-1,6,0,1.0,4,-13
COc1ccc(Cl)cc1S(=O)(=O)NCc1ccncc1,102,100,-4,-4,-12,6,-2.0,13,-5
CC(C#CCN1CCCCC1)OCCOCc1ccccc1 (stereo not drawn),nt,nt,2,5,-2,nt,-3.0,33,2
CCN(CC)c1ccc(CNC23CN4CN(CN(C4)C2)C3)cc1,99,100,15,-6,2,1,0.6,-9,3
CCOC(=O)c1cc(-c2ccc(OC)cc2)nn1-c1ccc(C(=O)O)cc1,99,100,27,-42,4,0,-2.0,11,-2
COc1ccc(-n2cc3ccc([N+](=O)[O-])cc3n2)cc1,103,110,18,5,7,7,-0.8,-1,-9
CCOC(=O)Nc1ccc(C(=O)c2ccncc2)cc1,105,105,5,3,2,1,3.4,5,-9
Cc1ccc(-n2ncc3c2CCCC3NC(=O)CCc2c(C)noc2C)cc1C (stereo not drawn),102,102,1,-47,-4,1,0.0,-3,-1
Cc1ccc(C(=O)Nc2ccccc2Sc2ccccc2)cc1,107,94,-12,-8,-8,6,1.4,-3,1
COc1ccc(C(=O)N[C@H](C(=O)Nc2ccc(S(=O)(=O)N3CCOCC3)cc2)C(C)C)cc1,107,102,20,-29,14,9,0.1,4,0
Cc1nn(C)c(C)c1/C=C/C(=O)c1ccccc1,95,93,9,-7,7,1,-4.3,2,-6
Cc1cc(C)cc(OC(=O)CN2C(=O)c3ccccc3C2=O)c1,106,104,16,-18,-10,8,-0.5,-12,-7
COc1ccc(N2C(=O)CC(N(CCc3ccccc3)C(=O)/C=C/C(=O)O)C2=O)cc1 (stereo not drawn),110,113,-8,-27,6,6,0.7,0,-2
O=C(NNC(=S)NC(=O)c1ccc(F)cc1)c1cccnc1,104,102,-7,-7,2,4,-2.3,3,-7
CNC(=S)N1CCc2cc(OC)c(OC)cc2C1COc1ccc(OC)cc1 (stereo not drawn),101,105,-9,-14,10,-3,-3.8,1,2
COc1ccc(-c2nnc(SCC(=O)N/N=C/c3ccccc3C(=O)O)n2-c2ccc(Cl)cc2)cc1,89,83,1,-39,8,-19,-1.9,9,-9
COc1ccc(C2NC(=O)NC(O)(C(F)(F)F)C2C(=O)c2ccccc2)cc1OC (stereo not drawn),105,100,-6,-8,-8,5,-1.0,26,-2
O=C(c1ccc(F)cc1)N1CCN(C2CC3CCC2C3)CC1 (stereo not drawn),102,101,26,0,-9,0,4.8,-21,-2
CC(=O)[C@@]1(O)CC[C@H]2[C@@H]3CCC4=CC(=O)CC[C@]4(C)[C@H]3[C@@H](O)C[C@@]21C,95,87,-1,-12,-7,1,-0.3,-8,7
Cc1cc(NC(=O)c2ccccc2C)n(-c2cccc(F)c2)n1,109,107,0,-7,8,8,0.0,-19,-10
CCN(CC)c1ccc(NC(=O)c2ccc(Br)o2)c(C)c1,103,103,-22,-5,-4,4,-1.6,2,-4
CC1=C(C(=O)Nc2ccc(Cl)cc2)C2(CCCCC2)C(C(N)=O)C(=S)N1 (stereo not drawn),98,101,-2,-19,-5,-2,nt,nt,-4
COc1ccc(C(=O)N(C)CCCC2CCCC2)cc1OC1CCN(C(C)C)CC1,107,101,11,25,-14,7,-0.1,-6,-6
COc1ccc(C2c3c(oc4ccccc4c3=O)C(=O)N2c2ccccn2)cc1 (stereo not drawn),89,87,22,1,-4,-1,-2.8,23,0
O=C(Nc1ccccc1C(=O)O)c1cccc(N2C(=O)c3ccccc3C2=O)c1,102,104,9,-13,3,5,0.2,2,-10
CC(C)Nc1nc(NC(C)C)nc(C(N)=O)n1,101,102,3,-3,1,1,0.8,-32,-1
CCOc1ccccc1NC(=O)C(NCC1CCCCC1)c1ccccc1 (stereo not drawn),92,99,-12,-22,6,-8,1.2,-11,-5
O=C(Cc1c(F)cccc1Cl)Nc1ccncc1,100,90,-12,0,9,-1,-0.3,6,-7
CSc1cccc(NC(=O)Nc2ccc(Cl)cc2)c1,115,107,22,6,3,1,6.9,30,-3
CC1(C)Cc2c(cnn2-c2cccc(F)c2)C(NC(=O)CCc2cnccn2)C1 (stereo not drawn),102,102,10,-34,6,2,-1.1,8,-9
CC1CCN(S(=O)(=O)c2cccc(C(=O)N(Cc3ccccc3)c3ccccn3)c2)CC1,100,103,12,-28,-1,4,1.9,12,-11
COCCNC(=O)CN(Cc1cccs1)C(=O)CCC(=O)Nc1nccs1,97,99,-3,-5,-21,-10,-1.0,4,1
Cc1cccc(NC(NC(=O)c2ccccn2)C(Cl)(Cl)Cl)c1 (stereo not drawn),92,87,4,-3,-8,-6,-1.7,9,0
CN(C)c1ccc(C(=O)OCC(=O)N2CCCC2)cc1,106,104,10,-6,-14,-1,-1.0,12,-8
Cc1nc2nc(SCc3ccccc3)[nH]n2c(=O)c1CCC(C)C,110,107,7,-18,8,9,-0.3,15,-8
CC(C)(C)C(=O)Cn1ncc(NC2CC2)c(Br)c1=O,105,105,18,-3,4,5,-0.8,-4,5
CC(C)(C)NC(=O)COc1ccc(CNCc2cccnc2)cc1,71,56*[inhibitor],3,1,-1,-10,0.6,20,-1
CCn1c(SCc2nc(CC(=O)Nc3ccccc3OC)no2)nnc1-c1cccs1,96,101,-12,-29,2,-1,0.5,9,-4
Cc1c(C#N)sc2nc(-c3ccccc3)nc(N3CCCC3)c12,99,111,6,-2,3,11,0.5,-14,6
CC1(C)CC(CCNC(=O)CCl)(c2ccccc2)CCO1 (stereo not drawn),100,101,10,-10,3,1,2.5,14,-1
COc1cccc(CNC(=O)C2CCCN(S(=O)(=O)c3c(C)noc3/C=C/N(C)C)C2)c1 (stereo not drawn),108,103,3,-41,-1,3,-0.8,-9,8
Cc1ccc(-n2c(C)cc(C(=O)CN3CCOCC3)c2C)cc1,96,95,5,-7,-12,-6,-4.1,2,-3
CCOC(=O)Cc1csc(NC(=O)COc2ccc(N(C)S(=O)(=O)c3cccs3)cc2)n1,99,99,-6,-18,-11,3,27,21,-4
